CRFBP-R2 agonist = agonists of human CRF-binding protein/CRF-R2 receptor complex; HEK293 CRF-R2/CRF-BP, calcium dye fluorescence (FLIPR); percent of saturating CRF peptide response; activation, % at 13.2 µM; 350,000 compounds, 0.46% hits;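 active = activation of at least 50%, plus an integration ratio under a set limit after plate pattern correction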;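 also: plate controls were neutral control wells without compound for no effect and CRF at EC100 for full effect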
p-CIP stab down = lowers stability of the mouse p/CIP coactivator protein. F442A p/CIP-EGFP cells, EGFP fluorescence, 16 h. decrease of EGFP signal, % at 10 µM. 290,000 compounds, 0.01% hits;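 active = EGFP signal decrease of at least 30% at 10 µM or well 3 SD below plate mean, unless failing retest; inactive = the rest, including hits failing retest or dose response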; also: some compounds called inactive have numbers as strong as hits; many of its hits are not listed in these tables
IDE act = activators of human insulin-degrading enzyme in cells; P14735; HEK cells, FAbeta-B cleavage, fluorescence polarization; 0% vehicle, 100% cell-free pure enzyme wells; activation, % at 5.96 µM; 340,000 compounds, 0.073% hits;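 active = activation above the mean of all tested compounds plus 3 SD, set per screening campaign, cut at about 17% in these data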
Target sequence (P14735 whole entry, looked up): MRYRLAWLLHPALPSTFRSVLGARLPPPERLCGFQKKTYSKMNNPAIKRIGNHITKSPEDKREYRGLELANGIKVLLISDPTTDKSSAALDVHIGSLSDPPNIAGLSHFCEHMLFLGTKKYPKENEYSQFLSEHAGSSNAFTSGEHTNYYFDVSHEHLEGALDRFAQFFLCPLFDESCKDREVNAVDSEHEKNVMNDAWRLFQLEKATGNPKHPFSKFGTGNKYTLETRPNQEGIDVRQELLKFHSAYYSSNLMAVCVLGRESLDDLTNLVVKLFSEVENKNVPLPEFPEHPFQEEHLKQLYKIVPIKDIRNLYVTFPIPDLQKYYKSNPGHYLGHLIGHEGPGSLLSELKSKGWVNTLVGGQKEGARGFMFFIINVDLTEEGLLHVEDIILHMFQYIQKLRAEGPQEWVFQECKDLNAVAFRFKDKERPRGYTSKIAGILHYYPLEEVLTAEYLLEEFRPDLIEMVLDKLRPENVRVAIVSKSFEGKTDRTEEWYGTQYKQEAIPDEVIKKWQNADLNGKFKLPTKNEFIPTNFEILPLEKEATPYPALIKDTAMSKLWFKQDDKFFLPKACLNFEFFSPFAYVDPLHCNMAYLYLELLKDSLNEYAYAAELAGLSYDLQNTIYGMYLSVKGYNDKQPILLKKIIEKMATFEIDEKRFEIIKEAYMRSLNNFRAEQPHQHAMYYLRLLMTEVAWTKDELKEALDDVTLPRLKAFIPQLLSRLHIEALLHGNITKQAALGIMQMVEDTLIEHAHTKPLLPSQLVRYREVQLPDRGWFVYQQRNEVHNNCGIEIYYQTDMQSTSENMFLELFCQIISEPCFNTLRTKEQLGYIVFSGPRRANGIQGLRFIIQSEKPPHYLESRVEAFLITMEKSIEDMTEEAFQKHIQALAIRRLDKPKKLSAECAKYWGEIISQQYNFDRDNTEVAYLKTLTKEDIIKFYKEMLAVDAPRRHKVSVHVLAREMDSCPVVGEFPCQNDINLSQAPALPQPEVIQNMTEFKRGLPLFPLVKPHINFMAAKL
PHOSPHO1 block = inhibitors of human PHOSPHO1 phosphatase. recombinant PHOSPHO1, absorbance phosphatase assay. AID 1565. inhibition, % at 13.3 µM. Q8TCT1. 290,000 compounds, 1.1% hits; in the data active = inhibition above about 60%
MEKK3 PB1 HTS = MEKK3-MEK5 PB1 interaction, increase or decrease | AID 1529 | Q99759 | 290,000 compounds, 1.4% hits | bead-based flow cytometry, Alexa488-MEK5 binding to MEKK3; actives lie on both sides; 0 = blocked by unlabeled MEK5, 100 = vehicle | binding response (% of control), % at 10 µM;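 active = binding response more than 3 SD above or below the average of its plate-row segment, actives on both sides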;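 also: Alexa488 bead fluorescence after subtracting the streptavidin-only scavenger bead signal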
GalR3 antag = human GalR3 antagonism; HEK293 GalR3-CNG cAMP membrane potential fluorescence; galR3 body fused to GalR1 C-terminus; inhibition, % at 3 µM; AID 651719; 360,000 compounds, 0.44% hits;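 active = inhibition above the screen-wide average plus 3 SD, cut at about 13% in these data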;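 also: forskolin and galanin both at EC90 stimulate the cells; cAMP rise reported by CNG channel membrane potential dye signal; 0% = forskolin plus galanin with DMSO and 100% = forskolin alone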
IDE cell inh = cellular human IDE inhibition | 320,000 compounds, 0.41% hits | AID 434962 | HEK cells, FAbetaB cleavage, fluorescence polarization | P14735 | inhibition, % at 5.59 µM;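 active = percent inhibition above the average of all tested compounds plus 3 SD, set per screening campaign, cut at about 16% in these data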;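 also: IDE supplied by intact live HEK cells; FP after avidin binding of uncleaved biotin substrate so inhibition keeps polarization high; 0% = DMSO wells and 100% = 60 µM reference IDE inhibitor Ii1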
M4 PAM = positive allosteric modulators of human muscarinic M4 receptor | CHO-K1 hM4/Gqi5, Fluo-8 calcium fluorescence, ACh EC20; 0% = ACh EC20, 100% = maximal ACh | P08173 | 360,000 compounds, 0.4% hits | activation, % at 3 µM;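 active = activation above its plate's cutoff, the mean activation of sample wells plus 3 SD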; also: some results filed as inactive read as strong as hits
CRFBP-R2 block = CRF-BP/CRF-R2 complex antagonism; HEK293 CRF-R2/CRF-BP, CRF-induced calcium fluorescence; inhibition, % at 11.8 µM; 350,000 compounds, 0.59% hits; AID 588475;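 active = inhibition of the ligand-induced calcium signal above about 50% at the single tested concentration, limit read from the data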
* = called active by the depositor; x = no result given.

SMILES	CRFBP-R2 agonist	p-CIP stab down	IDE act	PHOSPHO1 block	MEKK3 PB1 HTS	GalR3 antag	IDE cell inh	M4 PAM	CRFBP-R2 block
C=CCn1c(-c2ccccc2)cc(SC)c(C#N)c1=O	1.7	-4	1	12	64	-4	-3	-10	-5
Cc1ccccc1OCC(=O)Nc1nc(C)c(C(=O)N(C)C)s1	-0.6	-2	-3	7	93	-10	-2	-2	-9
C/C(N)=C(/C#N)C(=O)CSc1ccccc1F	1.8	0	-5	36	103	-6	-2	-1	2
O=C(N/N=C/c1ccc2nccnc2c1)c1ccccc1O	x	-16	x	37	100	0	-2	x	x
Cc1ccccc1Nc1nc(N)nc(COC(=O)CCS(=O)(=O)c2ccc(Cl)cc2)n1	-1.7	x	2	x	x	4	x	8	-7
CC1=C(C(=O)Nc2ccc(Cl)cc2C(=O)N2CCC(C(N)=O)CC2)SCCO1	2.7	-4	-1	42	102	-3	1	0	-5
CC(OC(=O)CNC(=O)c1ccc2ccccc2c1)C(=O)NC1CCCCC1C (configuration not stated)	-4.7	-12	4	38	99	-1	5	-3	8
CNC(=O)CSc1nc2cc(S(=O)(=O)Nc3ccccc3OC)ccc2o1	-1.1	2	-1	10	102	-9	4	-6	-2
N#Cc1ccc(NC(=O)Cn2cnc(S(=O)(=O)N3CCc4ccccc43)c2)cc1	-0.9	-2	0	20	101	-9	2	2	-4
CCOc1cccc(CNCCO)c1OCc1ccc(Cl)cc1	0.4	0	0	1	99	-5	0	-4	-24
CCOc1ccc(S(=O)(=O)NCCC(=O)OCN2C(=O)c3ccccc3C2=O)cc1	-1.6	-9	0	14	101	-5	0	-3	-12
NC(=NCc1ccccc1)C(N=Nc1ccccc1)C(=O)NCc1ccccc1 (configuration not stated)	-4.6	x	4	x	x	-5	x	9	-13
Cc1cccn2c(=O)c3cc(C(=O)N4CCCC(C)C4)sc3nc12 (configuration not stated)	-1.1	6	-3	10	98	-1	7	-9	-6
O=C(C1CCN(S(=O)(=O)c2cccs2)CC1)N1CCCC(C(F)(F)F)C1 (configuration not stated)	-0.8	-4	2	18	96	-4	-2	9	-1
C[N+]1(CC(=O)Nc2ccc(F)cc2)CCN(C(=O)c2ccco2)CC1	1.7	-4	3	18	100	-7	3	-3	2
CC(C)n1ncc2c(C(=O)Nc3ccc(S(C)(=O)=O)cc3)cc(C3CC3)nc21	-0.5	x	1	x	x	-3	0	-4	2
CC1CCCC(C)N1CC(O)COc1c(F)cc(Br)cc1F (configuration not stated)	11	-2	-3	11	100	-5	2	-10	-2
Cc1cc(C(=O)COC(=O)c2n[nH]c(=O)c3ccccc23)c(C)n1C(C)C	-0.6	x	4	x	x	1	-1	8	-9
CCN(CC)c1ccc2c(-c3ccc(S(=O)(=O)O)cc3S(=O)(=O)[O-])c3ccc(=[N+](CC)CC)cc-3oc2c1	55*	-498	27*	19	100	x	-56	-17	-33
COc1cccc(-c2cc(C(=O)Nc3ccccc3)c3ccccc3n2)c1	2.1	x	x	x	x	-7	9	-14	5

Arranged by molar mass (high to low): part of the list above.
SMILES	CRFBP-R2 agonist	p-CIP stab down	IDE act	PHOSPHO1 block	MEKK3 PB1 HTS	GalR3 antag	IDE cell inh	M4 PAM	CRFBP-R2 block
CC1=C(C(=O)Nc2ccc(Cl)cc2C(=O)N2CCC(C(N)=O)CC2)SCCO1	2.7	-4	-1	42	102	-3	1	0	-5
O=C(C1CCN(S(=O)(=O)c2cccs2)CC1)N1CCCC(C(F)(F)F)C1 (configuration not stated)	-0.8	-4	2	18	96	-4	-2	9	-1
N#Cc1ccc(NC(=O)Cn2cnc(S(=O)(=O)N3CCc4ccccc43)c2)cc1	-0.9	-2	0	20	101	-9	2	2	-4
CC(OC(=O)CNC(=O)c1ccc2ccccc2c1)C(=O)NC1CCCCC1C (configuration not stated)	-4.7	-12	4	38	99	-1	5	-3	8
NC(=NCc1ccccc1)C(N=Nc1ccccc1)C(=O)NCc1ccccc1 (configuration not stated)	-4.6	x	4	x	x	-5	x	9	-13
CC1CCCC(C)N1CC(O)COc1c(F)cc(Br)cc1F (configuration not stated)	11	-2	-3	11	100	-5	2	-10	-2
COc1cccc(-c2cc(C(=O)Nc3ccccc3)c3ccccc3n2)c1	2.1	x	x	x	x	-7	9	-14	5
Cc1cccn2c(=O)c3cc(C(=O)N4CCCC(C)C4)sc3nc12 (configuration not stated)	-1.1	6	-3	10	98	-1	7	-9	-6
Cc1ccccc1OCC(=O)Nc1nc(C)c(C(=O)N(C)C)s1	-0.6	-2	-3	7	93	-10	-2	-2	-9
C/C(N)=C(/C#N)C(=O)CSc1ccccc1F	1.8	0	-5	36	103	-6	-2	-1	2

(further entries)
SMILES	CRFBP-R2 agonist	p-CIP stab down	IDE act	PHOSPHO1 block	MEKK3 PB1 HTS	GalR3 antag	IDE cell inh	M4 PAM	CRFBP-R2 block
Cc1ccc(NC2=C(C(=O)c3ccccc3)N(C)S(=O)(=O)c3ccccc32)cc1	0.2	3	-1	13	101	-6	1	3	10
CCOc1ccc(S(=O)(=O)Nc2ccc(C(=O)NNC(=O)c3ccncc3)cc2)cc1	-0.5	x	1	x	x	-4	3	-4	11
CCOC(=O)C(NCc1ccc2c(c1)OCO2)(NC(=O)CC)C(F)(F)F (configuration not stated)	-0.6	-12	1	-10	103	9	4	13	13
O=[N+]([O-])c1ccccc1N/N=C1\CCc2ccccc21	-0.1	-1	2	-151	102	1	1	-4	-1
CSCCC(N=CC1=C(O)CC(C)(C)CC1=O)C(=O)O (configuration not stated)	1.5	-12	-3	-1	108	4	-3	18	2
CC(O)C(=O)N/N=C/c1cccc2ccccc12 (configuration not stated)	0.5	-2	-3	-14	91	0	x	3	1
Cc1ccc(NC(=O)Cn2c(O)c(N=NC(=O)c3ccncc3)c3ccccc32)cc1	-1.9	-14	2	-4	101	x	7	0	-2
C(=C\c1ccccc1)/C=N/N1CCN(Cc2ccccc2)CC1	0.9	-14	2	22	88	-8	2	-2	-45
CCOc1ccc(C(C)=O)cc1N1C(=O)C2C3C=CC(C3=C(C)C)C2C1=O (configuration not stated)	0.5	-16	6	38	97	x	7	3	-17
COc1ccc(OC)c(S(=O)(=O)Nc2ccc(C(N)=O)cc2)c1	-1.3	-9	2	29	97	-5	-1	11	14
COc1ccc(NC(=O)N(C)C[C@H]2Oc3c(NC(=O)Nc4ccc5c(c4)OCO5)cccc3C(=O)N([C@H](C)CO)C[C@@H]2C)cc1	4.5	x	0	x	x	-5	6	-3	-7
CN(C(=O)COC(=O)c1ccc(Cl)nc1)C1CCS(=O)(=O)C1 (configuration not stated)	4.2	-38	-2	10	113	-2	-1	6	9
CSc1ccc(C(=O)C2CCCN(C(=O)CCn3cncn3)C2)cc1 (configuration not stated)	-0.2	-1	-2	11	99	0	3	10	-15
Cc1[nH]c(C(=O)N/N=C/c2ccc(C(=O)O)cc2)c(C)c1C(=O)N/N=C/c1ccc(C(=O)O)cc1	-0.2	2	7	-2	110	-1	-2	9	0
O=C(CSc1nnc(-c2ccncc2)n1CC1CCCO1)Nc1ccccc1Cl (configuration not stated)	-0.3	-18	3	45	68	0	-8	8	3
CCOC(=O)c1c(C)[nH]c(C(=O)OCC(=O)NCc2ccco2)c1C	0.7	x	x	x	x	-7	x	0	0
O=C(NCc1ccco1)C1CC(=O)N(c2ccc(Cl)cc2)C1 (configuration not stated)	-0.6	-6	7	-2	88	4	2	7	25
COc1cc(C(=O)NC(c2ccccc2)c2ccccc2)cc(OC)c1C	-0.6	-12	1	27	108	x	-2	3	23
COCCN(C(=O)COC(=O)COc1ccc2c(c1)CCC2)c1c(N)n(Cc2ccccc2)c(=O)[nH]c1=O	-0.5	x	2	x	x	-2	5	1	-10
Cn1c(SCC(=O)c2cccs2)nnc1-c1ccco1	1.5	6	2	65*	93	-1	-3	-4	-2
O=c1cc(C2CCCCC2)[nH]c(=O)[nH]1	-2.1	x	6	x	x	-5	x	2	3
CC(C)CCn1c(NCCN(C)C)nc2c1c(=O)[nH]c(=O)n2C	1.7	4	-3	-12	99	-3	4	-1	-1
O=C(C1CCC1)N(CCc1ccccc1)Cc1nc2ccccc2c(=O)[nH]1	0.6	-8	4	-14	103	-2	3	-3	-1
CCOC(=O)c1c(/N=C/N(C)C)sc(C(=O)OC)c1C	-2.3	1	2	12	66	2	-7	-1	-9
CS(=O)(=O)N(CCC(=O)O)Cc1ccccc1	-0.4	10	-3	-8	114	-1	-2	-2	21
CC1Oc2ccccc2C=C1/C=N\NC(=O)c1cccnc1 (configuration not stated)	0.3	-3	x	42	101	-4	4	-3	-1
O=[N+]([O-])c1ccccc1CN1CCN(Cc2c[nH]c3ccccc23)CC1	-1.0	11	x	4	102	-5	-1	x	-25
CC(C)(C)N(Cc1ccccc1)C(=O)CCc1ccccc1	1.2	0	0	46	105	-2	4	-2	-13
CCOC(=O)c1c(C)[nH]c(C(=O)COC(=O)CSC)c1C	-2.2	5	2	3	95	1	6	-3	-11
Fc1ccc(-c2cc3nc(-c4ccccc4)cc(N4CCN(CCN5CCOCC5)CC4)n3n2)cc1	0.6	-2	-1	3	100	-5	x	-11	-21
CC(=O)NC(Cc1ccccc1)C(=O)Oc1ccc2ccccc2c1 (configuration not stated)	0.9	x	5	x	x	-4	x	-7	-5
O=C(CNC(=O)c1cccnc1)N/N=C/c1cc(Br)c(O)c(Br)c1	0.6	-8	-1	30	113	-12	0	2	-5
Nn1c(SCC(=O)Nc2ccccc2F)nnc1-c1cccs1	-1.4	x	1	x	x	-4	2	5	-5
CN(C)c1ccc(C(CNS(=O)(=O)c2ccc([N+](=O)[O-])cc2)N2CCCC2)cc1 (configuration not stated)	-3.0	x	2	x	x	-4	-2	1	-3
O=C(c1cccc(C(F)(F)F)c1)N1CCOC12CCN(c1ncc(C(F)(F)F)cc1Cl)CC2	6.0	-3	6	-26	111	-4	4	10	-2
COc1ccc(CC(=O)OCC(=O)N2N=C(c3ccccc3)CC2c2ccc(OC)cc2)cc1 (configuration not stated)	5.0	-8	6	-4	83	-3	-1	1	-28
O=C(O)COc1ccccc1/C=N/NC(=O)CSc1nc2ccccc2c(=O)n1-c1ccccc1	0.1	2	9	32	113	2	-2	4	-3
COc1ccc(/C=C/C(=O)Oc2ccc(C)cc2)cc1	1.0	-2	-4	24	109	-6	-1	-1	16
CCn1c(SCC(=O)Nc2ccccc2C(=O)OC)nnc1-c1cccc(C)c1	-4.5	-2	-2	13	110	-7	4	6	12
COc1ccc(NC(=O)COC(=O)CCc2nc3ccccc3c(=O)[nH]2)cc1Cl	0.4	x	3	x	x	-6	3	9	6
CC(C)c1ccc(S(=O)(=O)N(C)C2(C)CCS(=O)(=O)C2)cc1 (configuration not stated)	-1.1	x	4	x	x	-3	-2	0	9
O=C(O)CC(CNS(=O)(=O)c1cccc2nsnc12)c1ccccc1 (configuration not stated)	-0.9	-8	x	8	86	-1	5	7	0

Source: PubChem (several laboratories)
